Source: PubChem (National Center for Advancing Translational Sciences (NCATS))
D1 antagonist = human D1 dopamine receptor antagonism; HEK293 TREx D1 cells, calcium flux, dopamine EC80; hits give low values; activity change, negative = inhibition, % at 10 µM; 360,000 tested, 3.2% active; AID 504652; in the data active means activity change below about -30%; further: on the % scale 0 is the no-effect control and ±100 the full control effect
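Allosteric or orthosteric antagonism assessed as attenuation of the calcium response to EC80 dopamine, added 180 s after compound, in induced HEK293 Trex D1 cells loaded with no-wash calcium dye.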
Vif-APOBEC3F blk = Vif-A3F binding inhibition; HeLa A3F-eYFP + Vif (tagged APOBEC3F with the HIV-1 protein that degrades it), YFP fluorescence increase; Potency, µM (highest dose often 46.1 µM), inactives show top-dose activity, negative = active; 390,000 tested, 0.2% active; AID 602313; further: potency means the concentration at half of the fitted maximal effect; % of control where 0% means no effect; nearly all actives have a fitted effect of over 65% in size
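HeLa cells stably expressing Vif plus C-terminally eYFP-tagged A3F were seeded, incubated overnight at 37 deg C, dosed with compound, incubated overnight again at 37 deg C. Yellow fluorescence (Ex 488/Em 500-530) reported blocked Vif-mediated A3F-eYFP degradation.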
D1 PAM = human D1 dopamine receptor positive modulation; HEK293 TREx D1 cells, calcium flux, dopamine EC20 potentiation; 360,000 tested, 0.036% active; potentiation, % at 10 µM; AID 504651; P21728; in the data active means potentiation above about 30%; further: 0% is about no effect
Glioma ERSR ind = inducers of ER stress response in human glioma cells; U87-MG GRP78 promoter luciferase reporter, 16 h; Potency, µM, for the others: at the top dose activation, actives largely listed as activators; 420,000 tested, 0.02% active; AID 602332; further: potency means the concentration at half of the fitted maximal effect; series mostly up to about 76 µM; % of control where 0% means no effect; nearly all actives have a fitted effect of over 35% in size
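ERSR induction read as luciferase luminescence (Bright-Glo, 10 min at room temperature) in stably transfected human U87-MG glioma cells exposed to compounds for 16 h, using GRP78 as sensor.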
D1 agonist = human D1 receptor agonism. 360,000 tested, 1% active. activation, % at 2 µM. P21728. HEK293 T-REx D1 cells, calcium flux, agonist mode; in the data active means activation above about 30%; further: 0% is about no effect
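Agonism was scored from calcium flux recorded over 180 s (1 read/s) after pintool compound addition, following a 10-cycle baseline. Cells were inducible force-coupled HEK293 TREx D1, plated overnight at 30 C and loaded with no-wash calcium dye.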
RXFP1 antag = antagonists of human relaxin receptor RXFP1 | Q9HBX9 | HEK293-RXFP1, relaxin-stimulated cAMP HTRF, 30 min; hits give low values | activity change, negative = inhibition, % at 57.5 µM | 350,000 tested, 0.59% active;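 active means activity change of -60% or lower, but not beyond a set lower limit; inconclusive means change between -60% and -40%, or beyond the set limit; inactive means change above -40%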; further: on the % scale 0 is the no-effect control and ±100 the full control effect
Target sequence (Q9HBX9 whole entry, looked up): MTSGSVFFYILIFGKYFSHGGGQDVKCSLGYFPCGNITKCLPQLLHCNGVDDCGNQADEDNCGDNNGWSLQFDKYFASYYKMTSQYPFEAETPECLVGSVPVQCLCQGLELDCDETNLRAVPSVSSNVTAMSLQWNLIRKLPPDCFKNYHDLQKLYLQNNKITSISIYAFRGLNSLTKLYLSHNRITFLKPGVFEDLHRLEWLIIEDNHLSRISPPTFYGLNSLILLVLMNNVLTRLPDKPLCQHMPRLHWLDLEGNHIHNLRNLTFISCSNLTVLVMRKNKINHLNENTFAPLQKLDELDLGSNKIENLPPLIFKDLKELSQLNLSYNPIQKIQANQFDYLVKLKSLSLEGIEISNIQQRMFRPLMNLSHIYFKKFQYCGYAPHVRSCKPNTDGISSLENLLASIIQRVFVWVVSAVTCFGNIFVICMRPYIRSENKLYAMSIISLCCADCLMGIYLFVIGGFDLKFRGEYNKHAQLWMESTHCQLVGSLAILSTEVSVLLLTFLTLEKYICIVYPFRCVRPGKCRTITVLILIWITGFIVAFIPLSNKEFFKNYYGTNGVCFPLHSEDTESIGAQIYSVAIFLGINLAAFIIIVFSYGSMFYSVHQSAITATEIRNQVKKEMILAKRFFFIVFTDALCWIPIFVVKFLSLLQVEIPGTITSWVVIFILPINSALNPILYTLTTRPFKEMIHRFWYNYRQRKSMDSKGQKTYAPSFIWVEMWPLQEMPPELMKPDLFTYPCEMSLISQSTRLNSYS
RXFP1 ag = activates the human relaxin receptor RXFP1; 370,000 tested, 0.3% active; HEK293T-RXFP1 cAMP TR-FRET, 30 min; response scale: percent of porcine relaxin response, buffer zero; Potency, µM (highest dose often 57.5 µM), for inactives: at the top dose activation, most hits filed as activators; further: potency means the concentration at half of the fitted maximal effect; on the % scale 0 is the no-effect control and ±100 the full control effect; nearly all actives have a fitted effect of over 60% in size; many of its hits are not listed in these tables
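Agonist response is measured as cAMP accumulation in an RXFP1-transfected HEK293T line under PDE4 inhibition. Values are scaled between buffer-only and 29 nM porcine relaxin, and EC50s come from standard Hill equation fits.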
Vif-A3G inh = inhibitors of Vif-APOBEC3G interaction. Q9HC16. HeLa A3G-eYFP + Vif (tagged APOBEC3G with the HIV-1 protein that degrades it), YFP fluorescence, overnight. Potency, µM (titrated, usually from 46.1 µM), for inactives: top-dose activity, negative = active, most hits filed as inhibitors. 410,000 tested, 0.076% active. AID 602310;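 further: potency means the concentration at half of the fitted maximal effect; on the % scale 0 is the no-effect control and ±100 the full control effect; nearly all actives have a fitted effect of over 60% in size; hits raise eYFP signal because A3G escapes Vif-driven loss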
Target sequence (Q9HC16 whole entry, looked up): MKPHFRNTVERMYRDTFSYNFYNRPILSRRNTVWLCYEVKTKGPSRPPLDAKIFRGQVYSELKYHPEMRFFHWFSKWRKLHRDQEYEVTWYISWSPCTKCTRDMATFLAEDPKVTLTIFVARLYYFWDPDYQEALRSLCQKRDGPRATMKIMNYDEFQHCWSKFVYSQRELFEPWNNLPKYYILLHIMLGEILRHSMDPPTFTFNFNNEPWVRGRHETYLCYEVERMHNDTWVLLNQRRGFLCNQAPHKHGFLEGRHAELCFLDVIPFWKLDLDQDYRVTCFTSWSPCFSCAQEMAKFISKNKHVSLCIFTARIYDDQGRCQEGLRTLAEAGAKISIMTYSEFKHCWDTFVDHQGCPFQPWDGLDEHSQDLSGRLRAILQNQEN
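HeLa cells stably expressing Vif and C-terminally eYFP-tagged A3G, seeded overnight at 37 deg C, then exposed to compound by pintool overnight at 37 deg C. Rise in yellow fluorescence (Ex 488/Em 500-530, Acumen) marks blocked Vif-driven A3G degradation.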
D2 PAM = D2 dopamine receptor (human) potentiation; P14416; HEK293 T-REx D2, calcium flux, EC20 dopamine potentiation; potentiation, % at 10 µM; 340,000 tested, 0.34% active;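 active means potentiation over 3 SD above the plate norm, cut at about 30% in these data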; further: 0% is about no effect
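Potentiation of an EC20 dopamine calcium response is measured in a force-coupled, tetracycline-inducible Hek293 Trex D2 line. Compound-only kinetic reads over 180 s flag agonists before dopamine addition.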
An asterisk follows results filed as active; ? = inconclusive; . = no result given; & = joins results of further samples. Unless noted, the call rests on the fitted dose curve; in most records, active means well fitted curve in the direction sought with a large enough effect; inconclusive means small, poorly fitted or top-dose-only effect, or another doubt; inactive means no such curve, though single readings can be large; an effect the other way counts as inactive or inconclusive.

SMILES	D1 antagonist	Vif-APOBEC3F blk	D1 PAM	Glioma ERSR ind	D1 agonist	RXFP1 antag	RXFP1 ag	Vif-A3G inh	D2 PAM
COc1ccccc1-c1nnc(-c2ccc(C)cc2)o1	.	3%	.	-2%	.	-1	.	-1%	.
CCOC(=O)c1ccc(NC(=O)c2c(NCc3cccc(OC)c3OC)sc3c2CCC3)cc1	-1	-5%	4	4%	-1	?	1.5%	-10%	17
O=C(O)CCn1cc(/C=N/O)c(-c2cccc([N+](=O)[O-])c2)n1	9	6%	-5	-5%	2	18	-1.3%	-1%	0
CC(CN1C(C)CCCC1C)OC(=O)c1cccc(F)c1 (configuration not stated)	2	-8%	-6	-2%	2	1	1.1%	0%	-5
O=C(OCCN=C1NS(=O)(=O)c2ccccc21)c1ccncc1	.	1%	-2	-5%	0	-12	3.2%	-2%	-7
Cc1ccc(-c2[nH]nc3c2C(c2ccsc2)C(C#N)=C(N)O3)cc1 (configuration not stated)	-10	6%	-9	0%	1	-10	-0.1%	-4%	16
Cc1ccc(OCC(=O)OC2=C(C(=O)c3ccccc3)N(C)S(=O)(=O)c3ccccc32)cc1	-16	3%	-7	-3%	0	-8	-0.1%	-2%	9
Cc1cc(Cl)ccc1NC(=O)CCN1C(=O)NC(C)(C)C1=O	-25	1%	-4	-1%	0	5	-0.2%	4%	13
O=C(CNC(=O)c1ccc(OC(F)F)cc1)NCC1(N2CCOCC2)CCCCC1	19	1%	.	-6%	-1	5	0.1%	-8%	1
CNn1cnc2ccsc2c1=O	-3	12%	-2	-2%	6	-7	7.7%	0%	12
CCOC(=O)c1c(-c2ccc(C)cc2)cn2ccccc12	2	-3%	-12	4%	7	-14	2.2%	-9%	-9
COC(=O)c1cc(-c2c(-c3ccc4c(c3)OCO4)noc2-c2ccsc2)cc([N+](=O)[O-])c1	-14	-2%	-2	4%&8%	4	.	-1.6%	4%&2%	0
CCOc1ccccc1NC(=O)Cn1ccn(Cc2ccc(C)cc2)c(=O)c1=O	0	4%	-2	-3%	0	0	-0.8%	6%	0
CN(c1ccc(C(=O)Nc2cccnc2)cc1)S(=O)(=O)c1ccc(Cl)cc1	-41*	8%	-2	-5%	15	-29	-0.5%	-1%	-5
Cc1cc(Nc2cccc(Br)c2)c2ccccc2n1	.	-8%	.	-6%	.	-17	.	2%	.
COc1ccc(CNC(=O)CCc2c(C)c3ccc(OC)c(C)c3oc2=O)cc1OC	6	-3%	0	-2%	-1	-5	-0.6%	-7%	-5
O=C(Nc1cccnc1)c1cc(-c2cccc(Br)c2)nc2ccccc12	-16	2%	0	-6%	3	7	-2.3%	-14%	-17
COc1ccccc1NC(=O)N1CCCC1C(=O)NC12CC3CC(CC(C3)C1)C2 (configuration not stated)	8	1%	-5	1%	1	10	-0.4%	1%	-8
Cc1noc(C)c1CSCC(=O)N(C)CC(=O)Nc1ccccc1C(F)(F)F	-7	-3%	0	0%	4	7	0.6%	1%	8
CCc1cc2c(Nc3ccccc3O)nc(C)nc2s1	-6	-8%	-2	-2%	7	11	0.5%	0%	-4
CS(=O)(=O)N(CC(=O)N1CCN(Cc2ccccc2)CC1)c1cccc(Cl)c1	3	4%	-1	-3%	0	-6	1.2%	0%	-4
Cc1ccc(CSc2ccc(S(=O)(=O)N3CCCC3)cn2)cc1	-21	-2%	-4	-2%	10	10	0.9%	2%	6
Nc1nonc1-c1nc2ccccc2n1CC(=O)N/N=C\c1ccc(-c2ccc(Cl)cc2)o1	13	-13%	2	?	1	-12	4.0%	-12%	1
CN(C)S(=O)(=O)c1cccc(NC(=O)COC(=O)c2cn(-c3ccccc3)nc2-c2ccccc2)c1	10	-8%	0	-3%	3	-5	0.3%	1%	-2
COc1ccc(Cn2nnnc2C(c2cc3cc(C)cc(C)c3[nH]c2=O)N2CCOCC2)cc1 (configuration not stated)	10	3%	0	0%	-2	-19	20%	0%	.
Next section
SMILES	D1 antagonist	Vif-APOBEC3F blk	D1 PAM	Glioma ERSR ind	D1 agonist	RXFP1 antag	RXFP1 ag	Vif-A3G inh	D2 PAM
CC(C)CCC(C(=O)O)C(C)CC(=O)Nc1ccn(-c2ccccc2)n1 (configuration not stated)	20	0%	-1	2%	1	9	1.0%	1%	8
CCCCNc1cc(NC(C)=O)cc2cc(OC)c(OC)cc12	-25	-5%	-6	-4%	1	-15	0.6%	-16%	-3
O=C(Cn1cc(C(F)(F)F)ccc1=O)NCc1ccc(F)cc1	-5	-9%	.	6%	3	2	1.1%	-4%	5
O=C(N/N=C/c1ccc2c(c1)OCO2)c1sc2cc(Cl)ccc2c1Cl	-4	?	15	0%	2	9	-0.5%	?	15
O=C(CSc1nnc(COc2ccccc2)o1)NCCc1ccccc1	-24	0%	-3	-3%	2	5	1.7%	-1%	12
O=C(CN1C(=O)c2ccc([N+](=O)[O-])cc2C1=O)NCC1CCCO1 (configuration not stated)	-4	-5%	6	-5%	6	-7	2.6%	1%	12
COc1cc(NC(=O)CN2CCCN(S(=O)(=O)c3ccc(F)cc3)CC2)cc(OC)c1	4	1%	-3	-4%	7	-5	1.4%	2%	23
CC(=O)c1cccc(NC(=S)NC(=O)Cc2ccccc2)c1	-5	-4%	-4	1%	20	-8	1.7%	-1%	3
COc1ccc(-n2cnnc2SCC(=O)c2ccc(S(=O)(=O)N3CCOCC3)cc2)cc1	-7	7%	1	-4%	10	3	0.9%	-2%	5
Brc1ccc(-c2csc(N3CCC(c4ccccc4)C3)n2)cc1 (configuration not stated)	3	-4%	0	3%	2	9	-0.2%	6%	6
COc1ccc(-c2cc(C)no2)cc1S(=O)(=O)Nc1cccc(C)c1	6	2%	2	-8%	4	-4	3.6%	-16%	22
Cn1c(NCc2cccc(Br)c2)nc2ccccc21	8	-2%	-1	-1%	5	11	-1.4%	0%	3
Cc1cc(C)c(OCC(=O)Nc2ccc(N3CCOCC3)cc2)c(Br)c1	-20	.	-1	.	3	.	-0.6%	.	6
CCCCN(C)CCCNC(=O)C1(O)c2ccccc2NC(=O)N1c1ccc(Cl)cc1 (configuration not stated)	-1	-9%	-3	-2%	2	6	-1.1%	-3%	2
COc1ccc(CCNC(=O)CSc2nnc(-c3ccccc3)o2)cc1OC	16	14%	-5	-3%	1	-5	1.5%	0%	-6
Brc1ccccc1-c1nnc(COc2ncnc3ccccc23)o1	3	9%	-12	-2%	4	-3	3.1%	-5%	-13
Nc1nc(-c2ccccc2)cn1N	7	-2%	-4	2%	2	-1	-1.4%	-8%	-7
C=CCOc1cccc(/C=C\c2nc(O)c([N+](=O)[O-])c(=O)[nH]2)c1	9	-9%	-2	-4%	2	3	3.0%	3%	-2
Cc1noc(C)c1COc1ccc(C(=O)N(C)CCOc2ccccc2)cc1	-14	0%	.	1%	12	3	-1.7%	0%	-26
NC(=O)C1=C[C@@H](c2ccc(C(F)(F)F)cc2)C[C@@H](OCCCCO)O1	-1	1%	-3	-2%	-3	.	-0.8%	-1%	-5
Cc1cc(=O)[nH]c2[nH][nH]c(=O)c12	.	6%	.	-3%	.	-9	.	2%	.
Cc1cc(NC(=O)c2oc3c(c2C)-c2[nH]ncc2CC3)ccc1Br	-13	?	-2	0%	2	-24	-0.4%	-11%	2
CCOC(=O)CNc1ncc([N+](=O)[O-])cc1C#N	15	-3%	3	0%	3	-2	-0.3%	-1%	4
CCOc1ccc(CN(C)CC(=O)Nc2cc(C)c(C)cc2[N+](=O)[O-])cc1	-27	-8%	-3	0%	8	-10	-0.7%	1%	6
Cc1cccc(N2CCN(C(=O)CCS(=O)(=O)c3ccc4c(c3)oc(=O)n4C)CC2)c1C	-10&0	-5%&0%	0&-4	-3%&0%	6&5	29&-2	1.4%&4.7%	-1%&3%	-10&1
Going on with the list.
SMILES	D1 antagonist	Vif-APOBEC3F blk	D1 PAM	Glioma ERSR ind	D1 agonist	RXFP1 antag	RXFP1 ag	Vif-A3G inh	D2 PAM
CC1CCCCN1C(=O)CSc1nc(-c2ccccc2)no1 (configuration not stated)	5	0%	-2	3%	1	-8	-0.2%	3%	-2
C=CCOC(=O)CCCC(=O)NC1CCCCC1	9	2%	5	-3%	-2	1	1.8%	-4%	-11
O/N=C1/CCc2cccc3cccc1c23	3	1%	-1	-2%	0	14	0.0%	0%	-2
O=C(Nc1cccc(S(=O)(=O)N2CCCCCC2)c1)C1CCN(C(=O)c2ccc(F)cc2)CC1	3	9%	-6	-1%	4	-9	1.8%	0%	.
O=C(Nc1ccc(F)cc1F)c1cc2nc(-c3ccco3)cc(C(F)(F)Cl)n2n1	2	5%	1	-1%	3	-7	0.6%	3%	-4
CCOCCCNC(=O)C(c1ccc(Cl)cc1)N(Cc1ccc2c(c1)OCO2)C(=O)c1ccccc1O (configuration not stated)	-25	2%	1	-1%	0	-34	0.7%	3%	-2
CCCCCOC(=O)C1=C(C)Nc2ncnn2C1c1cccs1 (configuration not stated)	-11	0%	3	-4%	1	8	0.4%	0%	0
Cc1ccc(-c2cc3c(n2-c2ccc(C)cc2)CC(C)(C)CC3=O)cc1	-9	3%	-2	0%	0	6	-1.0%	0%	1
CC(=O)Oc1cc2c3c(c1)/C(=C1/SC(=S)NC1=O)C(=O)N3C(C)(C)C=C2C	-28	1%	2	-5%	4	-6	5.1%	12%	3
Cc1cccn2c(=O)c(C=Nc3ccc(Cl)cc3)c(NCCO)nc12	2	-3%	-2	-7%	1	10	3.8%	-1%	6
CCc1ccc(OCC(=O)Oc2ccc([N+](=O)[O-])cc2)cc1	-1	2%	2	-1%	4	8	-1.6%	0%	0
CCn1c(SCC(=O)Nc2cc(C)on2)nnc1-c1c[nH]c2ccccc12	-22	4%	5	-4%	-1	-3	-3.9%	-9%	8
CCCN1CCC(NC(=S)Nc2ccc(C(=O)OCC)cc2)CC1	-4	5%	-2	-8%	6	-12	0.5%	1%	1

Quoted at random: two records from the list.
SMILES	D1 antagonist	Vif-APOBEC3F blk	D1 PAM	Glioma ERSR ind	D1 agonist	RXFP1 antag	RXFP1 ag	Vif-A3G inh	D2 PAM
CCOc1ccc(CN(C)CC(=O)Nc2cc(C)c(C)cc2[N+](=O)[O-])cc1	-27	-8%	-3	0%	8	-10	-0.7%	1%	6
Brc1ccc(-c2csc(N3CCC(c4ccccc4)C3)n2)cc1 (configuration not stated)	3	-4%	0	3%	2	9	-0.2%	6%	6

An excerpt (hit frequency here may not be typical).
